GPR55 antagonists – GPR55 antagonists blocking LPI-driven arrestin recruitment, primary screen, imaging, U2OS, beta-arrestin-GFP, LPI agonist (AID 2013) | U2OS GPR55 beta-arrestin-GFP translocation imaging, LPI antagonism; higher % means a stronger effect | inhibition, % at 10 µM, or IC50 in µM where a hit was titrated | 290,000 compounds, 0.13% hits;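 active = spots per cell inhibited over 60%, with over 100 cells counted and total cytoplasm intensity under 500,000; inconclusive = wells with under 100 cells, flagged as likely toxic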;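 also: U2OS cells stably carrying GPR55 and arrestin-GFP stimulated by 5 µM LPI near EC80; imaged beta-arrestin-GFP aggregate spots per cell after agonist stimulation; plate controls were LPI-stimulated DMSO wells for no effect and DMSO wells without LPI for full effect; some results filed as inactive read as strong as hits; confirmed hits need IC50 under 10 µM and bright autofluorescent wells are also inconclusive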
Dengue-2 NS5 capping – Dengue-2 NS5 methyltransferase inhibitors, primary screen, biochemical, confirmation dose response (AID 588689). Dengue-2 NS5 methyltransferase capping enzyme assay, biochemical; higher % means a stronger effect. one-dose inhibition, % at 25 µM; IC50 in µM for titrated hits. 340,000 compounds, 0.3% hits; in the data active = a potency from the dose series; inconclusive = inhibition above about 29% without an active follow-up result
SV40 large T antigen – TAg ATPase/helicase activity blockers – biochemical (AID 1903). SV40 large T antigen ATPase/helicase inhibition assay; higher % means a stronger effect. 310,000 compounds, 0.39% hits. inhibition, % at 20 µM, or IC50 in µM where a hit was titrated; in the data active = a potency from the dose series; inconclusive = inhibition mostly from about 32% at the one dose, without a potency; inactive = the rest, 99 in 100 with inhibition below about 32%; also: strong numbers were not always called active
Yfh1-off respiration – enhancers of respiration in Yfh1-depleted yeast, dose response, Friedreich's ataxia, plus single-dose screen (AID 1465) | S. cerevisiae Yfh1-off respiration, WST-1 reduction, 72 h; higher fold induction means a stronger effect | fold induction at 50 µM, or EC50 in µM where a hit was titrated | 220,000 compounds, 0.074% hits;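 active = fold induction of absorbance versus untreated yeast above a set limit, then at least 30% activation at any dose in follow-up; inconclusive = repeats straddling the limit, or above it without dose testing; inactive = fold induction below the set limit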;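 also: activators that raise dye reduction in frataxin-depleted yeast; strong numbers were not always called active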
GPR35 arrestin U2OS – GPR35 antagonists blocking zaprinast-driven arrestin recruitment, primary screen, imaging, U2OS, beta-arrestin-GFP, zaprinast agonist (AID 2058) | U2OS GPR35 beta-arrestin-GFP translocation imaging, zaprinast antagonism; higher % means a stronger effect | one-dose inhibition, % at 10 µM; IC50 in µM for titrated hits | 290,000 compounds, 0.052% hits;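 active = inhibition of at least 50% with at least 30 cells and total cytoplasm GFP at most 10,000,000; inconclusive = under 30 cells or total GFP of 10,000,000 plus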
MgcRacGAP inhibition – MgcRacGAP GTPase-activating activity inhibitors, confirmation, biochemical, ADP Hunter fluorescence; MgcRacGAP-stimulated Rac1 GTP hydrolysis, ADP Hunter fluorescence; higher % means a stronger effect; GST-tagged Rac1 F28L mutant substrate; inhibition, % at 30 µM; hits with a dose series show IC50 in µM; 340,000 compounds, 0.6% hits; AID 624330;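 active = first-screen hits whose inhibition reached a set limit at any dose in the follow-up dose series; inconclusive = inhibition above the set first-screen limit but never retested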;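 also: fluorescence reports GDP produced by GAP-driven GTP hydrolysis; strong numbers were not always called active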
GPR55 beta-arrestin – GPR55 agonists via beta-arrestin recruitment, primary screen, imaging, U2OS cells, beta-arrestin-GFP redistribution (AID 1961); activation, % at 10 µM, or EC50 in µM where a hit was titrated; 290,000 compounds, 0.048% hits; U2OS GPR55 beta-arrestin-GFP redistribution imaging; higher % means a stronger effect;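 active = activation above 40% with more than 50 cells counted in the well; inconclusive = wells holding fewer than 50 cells, flagged as toxic or sparse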;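 also: U2OS osteosarcoma cells stably expressing GPR55 and beta-arrestin-GFP; plate controls were DMSO negative control for no effect and LPI positive control for full effect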
NTR1 ag – NTR1-driven beta-arrestin-GFP spot formation – imaging, U2OS cells, high content, primary screen (AID 493036). P30989. activation, % at 20 µM. 330,000 compounds, 0.17% hits. agonist mode;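 active = activation at or above 40% of the spot to cytoplasm intensity ratio, with at least 20 cells analyzed; inconclusive = wells under 20 cells, flagged as cytotoxic or low count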;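 also: 0% = DMSO without peptide and 100% = 100 nM NTR1 peptide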
Target sequence (P30989 whole entry, looked up): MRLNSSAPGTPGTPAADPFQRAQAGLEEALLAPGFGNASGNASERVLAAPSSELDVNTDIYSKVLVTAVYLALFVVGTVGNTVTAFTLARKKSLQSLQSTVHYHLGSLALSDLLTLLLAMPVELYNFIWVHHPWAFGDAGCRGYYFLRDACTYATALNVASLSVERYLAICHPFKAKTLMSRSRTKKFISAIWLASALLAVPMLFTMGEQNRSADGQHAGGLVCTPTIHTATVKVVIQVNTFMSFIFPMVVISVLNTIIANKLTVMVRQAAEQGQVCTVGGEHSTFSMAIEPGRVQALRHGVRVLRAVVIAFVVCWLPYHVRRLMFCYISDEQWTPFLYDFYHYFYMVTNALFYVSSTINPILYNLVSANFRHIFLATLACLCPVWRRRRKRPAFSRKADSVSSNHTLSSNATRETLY
AID2073 – inhibitors of Mint1-CaV2.2 protein interaction, biochemical, HTRF (AID 2073) | HTRF protein-protein interaction, Mint1-CaV2.2; higher % means a stronger effect | inhibition, % at 20 µM; hits with a dose series show IC50 in µM | 290,000 compounds, 0.19% hits; in the data active = inhibition mostly above about 51%, no sharp cut-off; inconclusive = no clear call, values can overlap the other calls; inactive = mostly below about 53%; also: some results filed as inactive read as strong as hits
NTR1 ag cell count 20 µM – further read-out of NTR1 ag, marked with its call; cell count; measured here: cell count, cytotoxicity flag
Dengue-2 NS5 capping pilot replicate – second read-out of Dengue-2 NS5 capping, no call of its own (marks repeat the call); inhibition, %; measured here: pilot screen replicate inhibition
Active calls of the source: *.

Results for CCOC(=O)C1CCN(C(=O)COc2ccc(S(=O)(=O)N3CCOCC3)cc2)CC1 ?
GPR55 antagonists: 18%; Dengue-2 NS5 capping: -1%; SV40 large T antigen: 27%; GPR35 arrestin U2OS: 6%; MgcRacGAP inhibition: 1%; GPR55 beta-arrestin: 0.3%; NTR1 ag: 3.1; AID2073: 6%; NTR1 ag cell count 20 µM: 64

What do the screens show for `CCN(CC)c1ccc(/C=c2\sc3nnc(-c4ccccc4Cl)n3c2=O)cc1`?
GPR55 antagonists: inconclusive; Dengue-2 NS5 capping: -26%; SV40 large T antigen: 10%; Yfh1-off respiration: inactive; GPR35 arrestin U2OS: inconclusive; MgcRacGAP inhibition: 17%; GPR55 beta-arrestin: 1.9%; NTR1 ag: -5.1; AID2073: inconclusive; NTR1 ag cell count 20 µM: 58

What do the screens show for `COc1ccc(-c2csc(NC(=S)NC(=O)/C=C/c3ccco3)n2)cc1Br`?
GPR55 antagonists: -16%; SV40 large T antigen: 11%; Yfh1-off respiration: inactive; GPR35 arrestin U2OS: -7%; GPR55 beta-arrestin: 0.9%; NTR1 ag: 4.3; AID2073: 25%; NTR1 ag cell count 20 µM: 45

What do the screens show for `Cc1cc(C)c2c(=O)[nH]c(SCC(=O)c3ccc(C(C)C)cc3)nc2n1`?
GPR55 antagonists: 10%; Dengue-2 NS5 capping: -3%; SV40 large T antigen: -2%; Yfh1-off respiration: inactive; GPR35 arrestin U2OS: 2%; MgcRacGAP inhibition: 10%; GPR55 beta-arrestin: 0.0%; NTR1 ag: 6.2; AID2073: 0%; NTR1 ag cell count 20 µM: 90; Dengue-2 NS5 capping pilot replicate: -6.1

Results for COC(=O)CCC(=O)OC1(C)C(=O)C2=CN(C3CCCC3)C(c3ccc(OC)cc3)=CC2=C(Br)C1=O (stereo unspecified) ?
GPR55 antagonists: -3%; Dengue-2 NS5 capping: 34µM*; SV40 large T antigen: 26%; Yfh1-off respiration: inactive; GPR35 arrestin U2OS: 4%; MgcRacGAP inhibition: 7%; GPR55 beta-arrestin: -0.2%; NTR1 ag: 2.3; AID2073: 6%; NTR1 ag cell count 20 µM: 47

How did COc1ccccc1CN1CCC(CNS(=O)(=O)c2cc(-c3cc(C)no3)ccc2OC)CC1 do in these assays?
GPR55 antagonists: 25%; Dengue-2 NS5 capping: -7%; SV40 large T antigen: 11%; GPR35 arrestin U2OS: 18%; MgcRacGAP inhibition: 10%; GPR55 beta-arrestin: 0.5%; NTR1 ag: -0.3; AID2073: 8%; NTR1 ag cell count 20 µM: 70

Results for Cc1ccc(-c2cc(=O)c3ccccc3[nH]2)cc1 ?
GPR55 antagonists: 14%; Dengue-2 NS5 capping: -9%; SV40 large T antigen: 6%; Yfh1-off respiration: inactive; GPR35 arrestin U2OS: 0%; MgcRacGAP inhibition: 9%; GPR55 beta-arrestin: -0.3%; NTR1 ag: -1.3; AID2073: 3%; NTR1 ag cell count 20 µM: 98

How did CCN(CC(=O)Nc1ccc2c(c1)OCCO2)C(=O)CC1CCCC1 do in these assays?
GPR55 antagonists: -12%; Dengue-2 NS5 capping: -8%; SV40 large T antigen: -9%; Yfh1-off respiration: inactive; GPR35 arrestin U2OS: -6%; MgcRacGAP inhibition: 10%; GPR55 beta-arrestin: 0.3%; NTR1 ag: -3.0; AID2073: 0%; NTR1 ag cell count 20 µM: 47

What do the screens show for `CCCNC(=O)C12CCC(C)(C(=O)C1Br)C2(C)C` (stereo unspecified)?
GPR55 antagonists: 3%; Dengue-2 NS5 capping: -2%; SV40 large T antigen: -1%; Yfh1-off respiration: inactive; GPR35 arrestin U2OS: -1%; MgcRacGAP inhibition: -1%; GPR55 beta-arrestin: 0.0%; NTR1 ag: -0.1; AID2073: 7%; NTR1 ag cell count 20 µM: 36

How did Nc1ccc(Oc2cc(N)cc(Oc3ccccc3)c2)cc1 do in these assays?
GPR55 antagonists: -6%; Dengue-2 NS5 capping: 1%; SV40 large T antigen: 21%; GPR35 arrestin U2OS: -2%; MgcRacGAP inhibition: 11%; GPR55 beta-arrestin: -0.1%; NTR1 ag: 1.9; AID2073: 5%; NTR1 ag cell count 20 µM: 94

How did CC(=O)c1ccc(N2CCN(C(=S)Nc3ccccc3C(F)(F)F)CC2)cc1 do in these assays?
GPR55 antagonists: 2%; Dengue-2 NS5 capping: -13%; SV40 large T antigen: 4%; Yfh1-off respiration: inactive; GPR35 arrestin U2OS: 1%; MgcRacGAP inhibition: 8%; GPR55 beta-arrestin: -0.2%; NTR1 ag: -0.5; AID2073: -14%; NTR1 ag cell count 20 µM: 36

Results for N#C/C(=C(/O)c1ccc([N+](=O)[O-])cc1)c1nnc2n1CCCCC2 ?
GPR55 antagonists: 6%; Dengue-2 NS5 capping: 6%; SV40 large T antigen: 11%; Yfh1-off respiration: inactive; GPR35 arrestin U2OS: 5%; MgcRacGAP inhibition: 10%; GPR55 beta-arrestin: -0.4%; NTR1 ag: 2.1; AID2073: 18%; NTR1 ag cell count 20 µM: 45

How did CCOC(=O)C1C(=O)N(C(=O)c2ccc(OC)cc2)CC1c1ccccc1 (stereo unspecified) do in these assays?
GPR55 antagonists: 7%; Dengue-2 NS5 capping: 2%; SV40 large T antigen: 5%; Yfh1-off respiration: inactive; GPR35 arrestin U2OS: 13%; MgcRacGAP inhibition: 3%; GPR55 beta-arrestin: -0.1%; NTR1 ag: -0.4; AID2073: 12%; NTR1 ag cell count 20 µM: 65

Results for O=C(NCCN1CCOCC1)c1ccc(Cl)c(S(=O)(=O)N2CCOCC2)c1 ?
GPR55 antagonists: 9%; Dengue-2 NS5 capping: -1%; SV40 large T antigen: 14%; GPR35 arrestin U2OS: -12%; MgcRacGAP inhibition: 3%; GPR55 beta-arrestin: -0.1%; NTR1 ag: -0.1; AID2073: 19%; NTR1 ag cell count 20 µM: 56

Results for CC1CC2C3CCC4=CC(=O)C=CC4(C)C3(F)C(O)CC2(C)C1(O)C(=O)CO (stereo unspecified) ?
GPR55 antagonists: -3%; Dengue-2 NS5 capping: -13%; SV40 large T antigen: 8%; Yfh1-off respiration: inactive; GPR35 arrestin U2OS: 4%; MgcRacGAP inhibition: 11%; GPR55 beta-arrestin: -0.3%; NTR1 ag: 5.8; AID2073: inconclusive; NTR1 ag cell count 20 µM: 69

Results for Fc1cccc(NC(=S)N2CCN(c3ccccn3)CC2)c1 ?
GPR55 antagonists: 18%; Dengue-2 NS5 capping: -3%; SV40 large T antigen: 0%; GPR35 arrestin U2OS: 2%; MgcRacGAP inhibition: 12%; GPR55 beta-arrestin: -0.2%; NTR1 ag: -0.1; AID2073: -33%; NTR1 ag cell count 20 µM: 55

What do the screens show for `COc1ccc(-n2nnnc2SC(C)C(=O)NCC(=O)Nc2ccc(F)c(F)c2F)cc1` (stereo unspecified)?
GPR55 antagonists: 6%; SV40 large T antigen: 7%; Yfh1-off respiration: inactive; GPR35 arrestin U2OS: 0%; MgcRacGAP inhibition: -1%; GPR55 beta-arrestin: -0.1%; NTR1 ag: 0.3; AID2073: 42%; NTR1 ag cell count 20 µM: 71

Results for COc1ccccc1N(CC(=O)NCc1ccco1)S(=O)(=O)c1ccc(C)cc1 ?
GPR55 antagonists: 3%; Dengue-2 NS5 capping: 4%; SV40 large T antigen: 17%; GPR35 arrestin U2OS: -5%; MgcRacGAP inhibition: 23%; GPR55 beta-arrestin: 1.8%; NTR1 ag: -0.3; AID2073: -6%; NTR1 ag cell count 20 µM: 40

Results for Cc1cc(C)cc(C(=O)NC2C(=O)N3C(C(=O)O)=C(CSc4nnc(C)s4)CSC23)c1 (stereo unspecified) ?
GPR55 antagonists: 2%; Dengue-2 NS5 capping: 17%; SV40 large T antigen: 17%; Yfh1-off respiration: inactive; GPR35 arrestin U2OS: -3%; MgcRacGAP inhibition: 13%; GPR55 beta-arrestin: -0.4%; NTR1 ag: 1.4; AID2073: 15%; NTR1 ag cell count 20 µM: 54

Results for COCCNc1nc(C)cc(-c2cc(C(=O)NCc3ccccc3)on2)n1 ?
GPR55 antagonists: 6%; Dengue-2 NS5 capping: -7%; SV40 large T antigen: 4%; Yfh1-off respiration: inactive; GPR35 arrestin U2OS: 0%; MgcRacGAP inhibition: 11%; GPR55 beta-arrestin: 0.4%; NTR1 ag: -4.3; AID2073: -6%; NTR1 ag cell count 20 µM: 60

How did CCOC(=O)C1(Cc2cccc(F)c2)CCN(C(=O)C2CCOCC2)CC1 do in these assays?
GPR55 antagonists: 10%; Dengue-2 NS5 capping: 1%; SV40 large T antigen: 11%; Yfh1-off respiration: inactive; GPR35 arrestin U2OS: 12%; MgcRacGAP inhibition: 4%; GPR55 beta-arrestin: 0.1%; NTR1 ag: -0.6; AID2073: -4%; NTR1 ag cell count 20 µM: 27

What do the screens show for `Cc1ccn(CC(=O)N2CCCC(N3CCN(Cc4ccc5c(c4)OCO5)CC3)C2)n1` (stereo unspecified)?
GPR55 antagonists: 8%; Dengue-2 NS5 capping: -6%; SV40 large T antigen: 13%; GPR35 arrestin U2OS: -3%; MgcRacGAP inhibition: 10%; GPR55 beta-arrestin: -0.1%; NTR1 ag: 1.4; AID2073: 8%; NTR1 ag cell count 20 µM: 54

What do the screens show for `O=C1CCCc2c1cc(C(=O)NC1CCSC1=O)c(=O)n2-c1ccccc1` (stereo unspecified)?
GPR55 antagonists: 11%; Dengue-2 NS5 capping: 7%; SV40 large T antigen: 8%; Yfh1-off respiration: inactive; GPR35 arrestin U2OS: -4%; MgcRacGAP inhibition: 7%; GPR55 beta-arrestin: 0.2%; NTR1 ag: 0.6; AID2073: -5%; NTR1 ag cell count 20 µM: 49

Results for Cc1ccc(C)c(NC(=O)COc2cccc3c2CCN(Cc2ccccc2C)C3=O)c1 ?
GPR55 antagonists: 2%; Dengue-2 NS5 capping: 10%; SV40 large T antigen: 14%; Yfh1-off respiration: inactive; GPR35 arrestin U2OS: 0%; MgcRacGAP inhibition: 0%; GPR55 beta-arrestin: -0.5%; NTR1 ag: 1.8; AID2073: 3%; NTR1 ag cell count 20 µM: 71

No enrichment for hits; 1.7% or so of the library scored in one or more.
